Source: PubChem BioAssay (several laboratories)
NALP1 yeast inh: NALP1 inflammasome inhibitors in reconstituted yeast, colorimetric, S. cerevisiae, triplicate retest | 280,000 tested, 0.61% active | S. cerevisiae NALP1/ASC/caspase-1 growth, X-gal OD620, 72 h | inhibition, % at 10 µM; in the data active = inhibition mostly above about 24%, no sharp cut-off; inactive = mostly below about 32%; note: some compounds called inactive have numbers as strong as hits
OXTR ag: human OXTR agonists, primary screen, fluorescence, CHO-OTR cells, Fluo-8 calcium; Fluo-8 calcium fluorescence; normalized: DMSO 0%, oxytocin 100%; 320,000 tested, 0.32% active; activation, % at 3 µM;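 active = activation above the mean of all tested compounds plus 3 SD, cutoff set per screening run, cut at about 20% in these data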;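 note: peak over basal fluorescence ratio from a 100 s FLIPR kinetic read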
OXTR potentiate: human OXTR potentiators, primary screen, fluorescence, CHO-OTR cells, Fluo-8 calcium; Oxytocin receptor (Homo sapiens), P30559; 320,000 tested, 0.061% active; AID 2445, 2010; Fluo-8 calcium fluorescence, potentiator mode; 0% = oxytocin EC15, 100% = EC100; activation, % at 3 µM;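 active = activation above that plate's cutoff, the mean activation of tested compounds plus 3 SD, cut at about 6.6% in these data, passing the limit was not always enough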;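 note: 100% uses oxytocin at 75 nM as the full agonist control; some results filed as inactive read as strong as hits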
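Assay system: CHO cell line stably expressing human OTR | Also added: Oxytocin at about EC15, sub-maximal agonist stimulus | Times: Compound 6 min at room temperature before oxytocin, 100 s read | Measured by: Fluo-8 intracellular calcium fluorescence, ex 470-495, em 515-575 nm | Controls: EC15 oxytocin alone as 0%, 75 nM oxytocin as 100%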
GalR3 antag: GalR3 antagonists in HEK293 cells, primary screen, cell-based, fluorescence readout; inhibition, % at 3 µM; 360,000 tested, 0.44% active; HEK293 GalR3-CNG cAMP membrane potential fluorescence; galR3 body fused to GalR1 C-terminus;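 active = inhibition above the screen-wide average plus 3 SD, cut at about 13% in these data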;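 note: forskolin and galanin both at EC90 stimulate the cells; cAMP rise reported by CNG channel membrane potential dye signal; 0% = forskolin plus galanin with DMSO and 100% = forskolin alone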
Target sequence (O60755 1-299 limits assumed): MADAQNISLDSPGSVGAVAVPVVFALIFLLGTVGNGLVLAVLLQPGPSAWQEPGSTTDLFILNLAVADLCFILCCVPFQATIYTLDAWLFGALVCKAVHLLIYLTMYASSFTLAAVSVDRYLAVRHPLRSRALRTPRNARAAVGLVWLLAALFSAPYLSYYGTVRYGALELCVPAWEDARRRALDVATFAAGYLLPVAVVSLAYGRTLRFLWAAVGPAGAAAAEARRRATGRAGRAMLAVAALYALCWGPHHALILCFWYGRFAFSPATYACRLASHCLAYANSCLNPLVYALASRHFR
PfM18AAP inh: PfM18AAP inhibitors, malaria aminopeptidase, primary screen, biochemical, QFRET, recombinant enzyme; inhibition, % at 7.35 µM; AID 1822, 2009; M18 aspartyl aminopeptidase (Plasmodium falciparum 3D7); H-Glu-NHMec fluorogenic cleavage; 290,000 tested, 1.2% active;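 active = inhibition above the campaign mean inhibition over all tested compounds plus 3 SD, cut at about 28% in these data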;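 note: 0% = plate median of test compound wells and 100% = 2 mM ZnCl2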
GPR7 antagonist: GPR7 receptor antagonists, primary screen, cell-based, fluorescence, single concentration. GPR7-expressing cells, fluorescence antagonist assay. Neuropeptides B/W receptor type 1 (Homo sapiens), P48145. inhibition, % at 4.4 µM. 290,000 tested, 1.1% active; in the data active = inhibition above about 16%, passing the limit was not always enough;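 note: cells stimulated with the agonist NPW; 0% = agonist with vehicle and 100% = vehicle without agonist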
Target sequence (P48145 whole entry, looked up): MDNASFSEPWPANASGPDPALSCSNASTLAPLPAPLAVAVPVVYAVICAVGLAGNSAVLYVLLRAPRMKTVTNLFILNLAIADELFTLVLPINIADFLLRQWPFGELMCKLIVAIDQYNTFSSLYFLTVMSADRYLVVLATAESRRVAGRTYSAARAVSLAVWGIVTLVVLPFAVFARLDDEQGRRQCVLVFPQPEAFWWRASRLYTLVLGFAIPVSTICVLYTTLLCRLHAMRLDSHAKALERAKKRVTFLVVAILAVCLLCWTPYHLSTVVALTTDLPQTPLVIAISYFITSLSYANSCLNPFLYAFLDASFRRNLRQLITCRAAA
MEKK2 mut-MEK5: MEK5 binding signal on mutant MEKK2 PB1, primary screen, biochemical, multiplex bead flow cytometry, Alexa488-MEK5; AID 1530, 2009; Alexa488-MEK5 binding to MEKK2 mutant; percent response, % at 10 µM; 290,000 tested, 0.35% active; in the data active = percent response above about 24%, passing the limit was not always enough; note: inactives centre near 1; some results filed as inactive read as strong as hits
V1R ag counter: agonists of human V1a receptor, primary screen, counter-screen for OXTR agonist project, fluorescence, CHO-V1R cells. 320,000 tested, 0.25% active. Vasopressin V1a receptor (Homo sapiens), P37288. Fluo-8 calcium fluorescence, agonist mode; 0% DMSO, 100% 3 nM vasopressin. activation, % at 3 µM;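 active = activation above the mean activation of all tested compounds plus 3 SD, per screening run, cut at about 20% in these data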;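 note: signal is peak over basal fluorescence ratio across a 100 second FLIPR read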
Target sequence (P37288 whole entry, looked up): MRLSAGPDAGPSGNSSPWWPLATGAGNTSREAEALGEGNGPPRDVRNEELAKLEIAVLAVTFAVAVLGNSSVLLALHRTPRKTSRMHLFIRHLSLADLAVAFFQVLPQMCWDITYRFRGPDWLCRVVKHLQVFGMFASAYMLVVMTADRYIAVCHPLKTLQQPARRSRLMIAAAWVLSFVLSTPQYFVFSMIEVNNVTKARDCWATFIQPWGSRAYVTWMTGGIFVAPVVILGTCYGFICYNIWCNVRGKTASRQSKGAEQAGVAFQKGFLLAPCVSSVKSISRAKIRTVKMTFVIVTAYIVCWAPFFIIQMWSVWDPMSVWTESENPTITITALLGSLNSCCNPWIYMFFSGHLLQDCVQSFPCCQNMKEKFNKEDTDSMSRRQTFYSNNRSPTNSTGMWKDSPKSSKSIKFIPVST
MEKK2 WT-MEK5: modulators of MEK5 binding to wildtype MEKK2, primary screen, biochemical, multiplex bead flow cytometry, Alexa488-MEK5; Mitogen-activated protein kinase kinase kinase 2 (Homo sapiens), Q9Y2U5; Alexa488-MEK5 binding to MEKK2 WT; actives lie on both sides; binding response (% of control), % at 10 µM; 290,000 tested, 1.1% active; in the data active = binding response below about 67% or above about 130%
Active calls of the source: *; · = not tested or not shown.

SMILES | NALP1 yeast inh | OXTR ag | OXTR potentiate | GalR3 antag | PfM18AAP inh | GPR7 antagonist | MEKK2 mut-MEK5 | V1R ag counter | MEKK2 WT-MEK5
CCNC(=O)c1cc2c(=O)n3cccc(C)c3nc2n(Cc2ccc(C)cc2)c1=N | 6 | -0.1 | -13 | 0 | 5 | -6 | -15 | 1.2 | 92
CCCN(CCC)CCNC(=O)CS(=O)Cc1nc(-c2ccc(C)cc2)oc1C (configuration not stated) | -8 | -1.9 | -4 | -3 | 2 | -5 | 4 | -0.6 | 104
CCOP(=O)(OCC)C(NCc1ccccc1)c1ccc(Br)cc1 (configuration not stated) | 17 | -2.1 | -4 | -3 | 7 | 4 | 0 | -1.5 | 99
C=Cn1nc(C)c2ccccc2c1=O | 2 | -0.8 | -3 | -1 | 2 | -8 | 6 | 0.3 | 105
CCOC(=O)c1c(C)n(C)c2ccc(OCC(O)Cn3c(C)nc4ccccc43)cc12 (configuration not stated) | 16 | 0.4 | -3 | -4 | 3 | -18 | 15 | 3.6 | 129
Cc1ccccc1CS(=O)(=O)CCC(=O)NCCCN1CCOCC1 | 22 | -0.3 | 3 | 2 | -2 | 3 | · | 0.1 | ·
CCC(C)C(=O)Nc1cc(Cl)ccc1C(=O)O (configuration not stated) | -19 | 0.3 | -2 | -5 | -18 | -9 | -1 | 2.1 | 94
O=[N+]([O-])c1ccc(CSc2ccccn2)cc1 | 14 | -2.1 | 7 | -10 | -1 | 2 | 12 | -1.5 | 105
O=C(NC1CCCCC1)C(c1ccccn1)N(C(=O)c1csnn1)c1ccccc1 (configuration not stated) | 10 | -0.1 | -6 | -9 | -1 | -9 | 1 | -0.2 | 102
O=C(CN1C2=NCCCN2c2ccccc21)c1ccc(Cl)cc1Cl | 25 | 2.3 | -8 | -4 | 0 | 14 | 1 | 0.3 | 116
Cc1ccc(SCCNC(=O)c2ccc([N+](=O)[O-])c(C)c2)cc1 | 22 | -1.2 | -8 | -1 | -8 | 3 | 1 | 3.0 | 109
O=c1c(Cl)c(Cl)cnn1Cc1nnc(-c2ccc(Cl)cc2)o1 | -8 | · | · | -1 | -14 | -3 | -5 | · | 87
COc1ccc(Cc2nnc(NC(=O)Nc3cccc(OC)c3)s2)cc1 | 24 | 1.3 | -10 | -8 | -4 | 3 | 3 | 2.0 | 100
CCCc1nnc(NC(=O)CCC(=O)NC2CCCc3ccccc32)s1 (configuration not stated) | 23 | -0.6 | 6 | -3 | -5 | -1 | 0 | -0.4 | 100
COc1ccccc1Nc1nc(NCCCN(C)C)nc(N)c1[N+](=O)[O-] | 17 | 0.8 | -11 | -6 | 5 | -8 | 47 | 0.3 | 145*
O=c1c2cc(NC(=S)N3CCCCC3)ccc2nc2n1CCCCC2 | -3 | 0.8 | -12 | 5 | -1 | -8 | 1 | -0.1 | 101
O=C(NC(Cc1ccccc1)C(=O)O)C1CCN(S(=O)(=O)c2ccccc2C(F)(F)F)CC1 (configuration not stated) | 15 | 0.2 | -14 | -9 | 6 | 10 | -20 | 0.8 | 92
CC(=O)Nc1ccc(-n2c(C)ccc2C)cc1 | -3 | 0.9 | -1 | -3 | -12 | -5 | -1 | -0.6 | 99
COc1cccc(N2CCCn3c2nc2c3c(=O)n(CCN3CCOCC3)c(=O)n2C)c1 | 22 | · | · | · | -1 | 1 | -2 | · | 98
CC1CCCC(C)N1C(=O)CSc1nc2ncnc(N)c2[nH]1 (configuration not stated) | · | 0.0 | -4 | -3 | -3 | -3 | 6 | 0.5 | 106

For convenience, some entries already given:
SMILES | NALP1 yeast inh | OXTR ag | OXTR potentiate | GalR3 antag | PfM18AAP inh | GPR7 antagonist | MEKK2 mut-MEK5 | V1R ag counter | MEKK2 WT-MEK5
O=C(NC1CCCCC1)C(c1ccccn1)N(C(=O)c1csnn1)c1ccccc1 (configuration not stated) | 10 | -0.1 | -6 | -9 | -1 | -9 | 1 | -0.2 | 102
O=C(CN1C2=NCCCN2c2ccccc21)c1ccc(Cl)cc1Cl | 25 | 2.3 | -8 | -4 | 0 | 14 | 1 | 0.3 | 116
Cc1ccc(SCCNC(=O)c2ccc([N+](=O)[O-])c(C)c2)cc1 | 22 | -1.2 | -8 | -1 | -8 | 3 | 1 | 3.0 | 109
O=c1c(Cl)c(Cl)cnn1Cc1nnc(-c2ccc(Cl)cc2)o1 | -8 | · | · | -1 | -14 | -3 | -5 | · | 87

(cont.)
SMILES | NALP1 yeast inh | OXTR ag | OXTR potentiate | GalR3 antag | PfM18AAP inh | GPR7 antagonist | MEKK2 mut-MEK5 | V1R ag counter | MEKK2 WT-MEK5
COC(=O)C1C(=O)N2CCCSC2=C(C#N)C1c1cccs1 (configuration not stated) | 6 | -1.4 | -5 | -9 | 1 | 6 | -11 | -0.2 | 59
COc1ccc(S(=O)(=O)N2CCN(c3ncccn3)CC2)cc1[N+](=O)[O-] | 34 | 1.4 | -11 | -4 | -4 | 13 | -8 | 1.4 | 96
CC(C)(C)OC(=O)N1CCN(C(=O)c2[nH]cnc2C(=O)NCc2ccccc2)CC1 | · | 1.4 | -4 | -2 | · | · | · | 0.7 | ·
Cc1ccc(S(=O)(=O)Nc2ccc3c(c2)C(=O)N([C@H](C)CO)C[C@@H](C)[C@@H](CN(C)C(=O)Nc2cccc4ccccc24)O3)cc1 | · | 0.7 | 3 | -5 | · | · | · | 1.2 | ·
O=C(O)c1oc2ccccc2c1-n1cccc1 | 33 | 0.9 | 1 | -3 | 0 | -5 | -4 | 0.7 | 93
N#Cc1ccc(N2CCN(C(=O)c3cccc(F)c3)CC2)c(F)c1 | 26 | 3.4 | -3 | · | 11 | 12 | 4 | 3.6 | 105
O=C1c2cccc(Cl)c2C(=O)c2c1cccc2N1CCCC1 | · | -2.1 | 1 | -1 | 3 | -2 | 11 | -1.8 | 125
COc1cc(/C=C\C(=O)OCn2nnc3ccccc3c2=O)cc(OC)c1OC | 35 | -0.7 | 0 | · | 0 | -2 | 6 | 0.6 | 101
CC(/C=C/c1ccc2c(c1)OCO2)=N\NC(=O)C(O)c1ccccc1 (configuration not stated) | 13 | 0.2 | -4 | -2 | 5 | -10 | -5 | 0.0 | 92
O=C1N(c2cccc3ccccc23)C(c2ccccc2)N2CCCN12 (configuration not stated) | 25 | -1.5 | -4 | -9 | -1 | 0 | 1 | 0.3 | 103
CNC(=O)CSc1nnc(-c2cc(C)cc(C)c2)o1 | 17 | 0.5 | 4 | -1 | -7 | -5 | 5 | 0.9 | 102
COc1ccccc1CNC(=O)c1ccc(-c2ccccc2C(F)(F)F)o1 | 38 | -1.5 | -10 | -3 | -3 | 15 | 1 | -1.4 | 100
CC(=O)N/C(=C/c1ccccc1)C(=O)N1CCCCC1 | 22 | -0.1 | -3 | -3 | -6 | -9 | 1 | 1.6 | 101
COC(=O)c1ccc(-c2sc3nc(N4CCOCC4)c4c(c3c2N)CC(C)(C)OC4)o1 | 6 | -0.1 | -1 | 4 | -1 | -9 | -1 | 0.3 | 101
Cc1c(C(=O)OCC(=O)NCCN2C(=O)CSC2=O)oc2c1ccc1ccccc12 | 26 | 3.2 | -1 | -1 | 10 | 0 | -3 | 5.6 | 89
CCN(CC)S(=O)(=O)c1ccc(C2CNC(=O)C2)cc1 (configuration not stated) | 27 | 0.5 | -3 | 6 | 3 | -14 | 2 | 0.2 | 105
Cc1ccc(NC(=O)CSc2nc3ccccc3c(=O)n2CCCC(=O)NCCCN2CCOCC2)cc1 | 10 | -0.3 | -7 | -2 | -3 | -11 | 2 | -0.8 | 107
CCO/N=C(/C)c1c(O)c(C)c(-c2ccccc2)n(-c2ccccc2)c1=O | 7 | -1.2 | 4 | -4 | 0 | -8 | 5 | -1.7 | 106
CN(C(=O)CSc1nnc(-c2ccc3c(c2)OCO3)o1)C1CCS(=O)(=O)C1 (configuration not stated) | · | 0.5 | 2 | -4 | · | · | · | -0.4 | ·
Cc1onc(-c2ccccc2)c1C(=O)Nc1ccccc1NC(=O)c1c(-c2ccccc2)noc1C | 9 | 0.3 | -6 | 0 | -20 | -4 | 5 | 1.3 | 104
COc1ccc(C(C(=O)NC2CCCCC2)N(Cc2cccs2)C(=O)Cc2c[nH]c3ccccc23)cc1 (configuration not stated) | 12 | -2.0 | -3 | -5 | -4 | -11 | -1 | -0.1 | 89
O=C(O)C[C@H]1c2cc(F)ccc2S(=O)(=O)N1Cc1ccccc1 | · | 0.4 | 4 | -2 | · | · | -1 | 0.2 | 102
CCOC(=O)CSc1nnc(-c2ccoc2C)n1-c1ccc(C)cc1 | -12 | -1.6 | -4 | -1 | -14 | -8 | 4 | -1.0 | 122
CCCCN(C(=O)C1CC(=O)N(c2ccc3c(c2)OCCO3)C1)c1c(N)n(CCC)c(=O)[nH]c1=O (configuration not stated) | · | 2.1 | 2 | -5 | · | · | · | 0.8 | ·
C=CCNc1nc(C)c(C(C)=O)cc1C#N | -20 | -0.8 | -16 | -3 | 3 | -11 | 15 | 0.1 | 106
Cc1ccccc1Cn1c(=O)n(CC2CCC(C(=O)NCCc3ccccc3)CC2)c(=O)c2ccccc21 (configuration not stated) | 20 | -0.1 | -2 | -4 | -8 | -9 | 0 | -0.5 | 103
COc1ccc(CC(=O)N2CCc3ccccc3C2)cc1 | 13 | · | · | -9 | 0 | 3 | 3 | · | 102
CC(C)CCNC(=O)CCCCn1c(=O)[nH]c2ccsc2c1=O | -22 | -0.3 | -3 | -3 | 0 | -6 | 2 | -0.5 | 104
O=C(CCCc1ccccc1)NCc1ccc(Cl)cc1 | 3 | -2.6 | -12 | -12 | -3 | -2 | 7 | -0.9 | 112
COc1cc(C2c3c(-c4cc(C)cc(C)c4O)n[nH]c3C(=O)N2CCCO)cc(OC)c1OC (configuration not stated) | 11 | -0.4 | -7 | -2 | 2 | 0 | 2 | -0.7 | 104
CCOC(=O)c1c(C)[nH]c(C(=O)OC)c1CCC(=O)OC | 2 | -1.6 | -16 | -5 | -2 | -7 | -4 | -0.8 | 101
COc1ccc2c(Cl)c(C(=O)OCC(=O)c3ccc4c(c3)NC(=O)CO4)sc2c1Cl | · | · | · | -6 | -8 | 2 | 1 | · | 97
CC12COC3(C(=O)Nc4ccc(F)cc4)CC1CCC32C (configuration not stated) | 30 | -2.4 | 3 | 3 | 1 | -10 | 21 | -0.9 | 111
COc1ccc(C(CCNCc2ccc(N(C)C)cc2)C(C)C)cc1 (configuration not stated) | -2 | 8.8 | -15 | 0 | 8 | 24* | 19 | 11 | 124
CN(c1ccc(OCCOc2ccccc2Cl)cc1)S(=O)(=O)c1ccccc1 | · | 4.0 | -9 | -1 | · | · | · | 4.5 | ·
Cc1cc(C)nc(SCC(=O)N/N=C/c2cc(C)n(-c3ccccc3C)c2C)n1 | 14 | -1.3 | 0 | -12 | 8 | -2 | -4 | -0.3 | 91
